Source: PubChem BioAssay (National Center for Advancing Translational Sciences (NCATS))
AmpC inh detg: blocks E. coli AmpC beta-lactamase in detergent assay; AmpC hydrolysis of nitrocefin, absorbance 480 nm, 0.01% Triton; Potency, µM (doses to about 114 µM), for inactives: top-dose activity change, negative = inhibition, actives largely listed as inhibitors; P00811; 370,000 compounds, 0.041% hits;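 further: potency means the concentration at half of the fitted maximal effect; 0% = no-compound wells and -100% = no-enzyme wells; nearly all actives have a fitted effect of over 25% in size; some results filed as inactive show a strong effect at the top dose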
Target sequence (P00811 whole entry, looked up): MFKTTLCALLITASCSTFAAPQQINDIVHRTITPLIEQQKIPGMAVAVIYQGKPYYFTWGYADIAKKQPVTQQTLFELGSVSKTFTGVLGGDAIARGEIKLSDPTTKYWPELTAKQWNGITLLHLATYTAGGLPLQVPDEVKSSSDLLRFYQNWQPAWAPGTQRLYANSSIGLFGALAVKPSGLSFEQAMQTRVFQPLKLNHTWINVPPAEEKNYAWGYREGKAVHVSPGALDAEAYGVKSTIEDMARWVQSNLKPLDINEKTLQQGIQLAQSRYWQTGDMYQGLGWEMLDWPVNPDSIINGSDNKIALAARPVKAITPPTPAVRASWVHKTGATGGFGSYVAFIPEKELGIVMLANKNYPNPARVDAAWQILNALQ
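AmpC (5.3 nM in the dispensed reagent) in 20 mM phosphate pH 7.0 with 0.01% (detergent screen) or 0.0001% Triton X-100 was preincubated with compounds for 15 min at room temperature. Nitrocefin was then added from an 800 uM solution, and hydrolysis was followed at 480 nm.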
LmPK inh: blocks Leishmania mexicana pyruvate kinase activity. Potency, µM (titrated, usually from 57.5 µM), for the others: top-dose activity change, negative = inhibition, most hits filed as inhibitors. 290,000 compounds, 0.37% hits. AID 1721. Q27686. purified LmPK, Kinase-Glo ATP luminescence, 1 h; further: potency means the concentration at half of the fitted maximal effect
Target sequence (Q27686 whole entry, looked up): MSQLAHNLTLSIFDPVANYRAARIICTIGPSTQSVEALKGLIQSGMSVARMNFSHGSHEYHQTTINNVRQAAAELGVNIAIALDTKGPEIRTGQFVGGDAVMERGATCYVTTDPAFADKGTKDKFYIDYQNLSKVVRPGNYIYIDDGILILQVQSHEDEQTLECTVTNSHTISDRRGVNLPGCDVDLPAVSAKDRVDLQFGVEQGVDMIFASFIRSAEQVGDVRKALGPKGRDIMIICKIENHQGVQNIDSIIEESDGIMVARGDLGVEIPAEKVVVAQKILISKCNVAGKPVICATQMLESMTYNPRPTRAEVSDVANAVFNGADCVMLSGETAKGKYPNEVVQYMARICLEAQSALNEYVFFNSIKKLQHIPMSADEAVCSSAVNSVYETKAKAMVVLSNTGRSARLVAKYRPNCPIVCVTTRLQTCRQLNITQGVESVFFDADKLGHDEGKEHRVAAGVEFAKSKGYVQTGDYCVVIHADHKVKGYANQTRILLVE
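ATP generated from ADP (0.1 mM) and PEP (0.5 mM) by 0.1 nM LmPK over 1 h at room temperature (pH 7.2 imidazole buffer) was detected by coupled luciferase luminescence. Values were normalized to uninhibited and no-enzyme wells.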
AmpC no deterg: AmpC beta-lactamase inhibition without detergent. P00811. AmpC nitrocefin hydrolysis, absorbance 480 nm, 0.0001% Triton. Potency, µM (top dose mostly 57.1 µM), inactives show top-dose activity change, negative = inhibition, most hits filed as inhibitors. 330,000 compounds, 0.52% hits. AID 485341;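 further: potency means the concentration at half of the fitted maximal effect; plate controls were no compound for no effect and no enzyme for full effect; nearly all actives have a fitted effect of over 20% in size; some results filed as inactive show a strong effect at the top dose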
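AmpC (5.3 nM in the dispensed reagent) in 20 mM phosphate pH 7.0 with 0.01% (detergent screen) or 0.0001% Triton X-100 was preincubated with compounds for 15 min at room temperature. Nitrocefin was then added from an 800 uM solution, and hydrolysis was followed at 480 nm.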
HCV inh: blocks hepatitis C virus; Huh7.5.1 HCVcc-Cre infection, luciferase reporter, 44 h; Potency, µM (highest dose often 41.8 µM), without a hit: at the top dose activity change, negative = inhibition, actives largely listed as inhibitors; 340,000 compounds, 3.4% hits; further: potency means the concentration at half of the fitted maximal effect
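1,000 cells/well; 4 h culture; + compound; + HCVcc-Cre (~0.5 moi); 44 h; luciferase substrate, RT 15 min; read 15 sec.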
HCMV antiviral: blocks human cytomegalovirus replication. HFF cells, HCMV-luciferase reporter, 72 h; hits give low values. activity change, negative = inhibition, % at 57.5 µM. 410,000 compounds, 4.5% hits. AID 1259415; in the data active means activity change below about -60%; inconclusive means no clear call, values can overlap the other calls; inactive means above about -39%
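Cell-based, HFFs, 1000 cells/well, 16 h 37C; cpds in DMSO + HCMV-luc, MOI 1 PFU/cell; 72 h 37C; OneGlo luminescence after 5 min RT; norm. to buffer vs Salinomycin 10uM.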
Tb PYK inh: T. brucei pyruvate kinase inhibition | AID 624173 | 410,000 compounds, 0.12% hits | Potency, µM (highest dose often 76.8 µM), for inactives: at the top dose activity, negative = inhibition, usual class: inhibitors | TbPYK enzyme, Kinase-Glo Plus ATP luminescence, 45 min; further: potency means the concentration at half of the fitted maximal effect; nearly all actives have a fitted effect of over 50% in size
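Assay buffer: 50 mM TEA pH 7.2, 100 mM KCl, 10 mM MgCl2, 0.05% BSA, 0.01% Tween-20. Pyruvate kinase from T. brucei plus substrate met compound, then ADP (130 uM final). Luminescence was read post 45 min RT.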
AMA1-RON2 inh: inhibitors of Plasmodium falciparum AMA1-RON2 interaction; AlphaScreen AMA1-biotinylated RON2 peptide binding; Potency, µM (doses to about 58.2 µM), for inactives: at the top dose activity change, negative = inhibition, usual class: inhibitors; 360,000 compounds, 0.2% hits;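 further: potency means the concentration at half of the fitted maximal effect; 0% = vehicle wells and -100% = peptide control; nearly all actives have a fitted effect of over 45% in size; some results filed as inactive show a strong effect at the top dose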
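AMA1 (3D7) with his tag at 25 nM final met compounds first, then biotinylated RON2 peptide at 25 nM; detection used donor plus acceptor beads, 10 µg/mL apiece, read by AlphaScreen after 30 min at room temperature.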
An asterisk follows results filed as active; u = inconclusive; x = not tested or not shown; [ ] = dose if it differs, or a comment. Unless noted, the call rests on the fitted dose curve; in most records, active means well fitted curve in the direction sought with a large enough effect; inconclusive means small, poorly fitted or top-dose-only effect, or another doubt; inactive means no such curve, though single readings can be large; an effect the other way counts as inactive or inconclusive. Unless noted, on the % scale 0 is the no-effect control and ±100 the full control effect. Not a hit list; any-hit rate near 7.5%.

SMILES | AmpC inh detg | LmPK inh | AmpC no deterg | HCV inh | HCMV antiviral | Tb PYK inh | AMA1-RON2 inh
CC(=O)N(c1ccc(C(C)C)cc1)C1C=CS(=O)(=O)C1 (stereo not drawn) | -11% | -11% | 0% | -2% | -4 | -2% | 0%
CCOC(=O)c1sc(-c2ccccc2)cc1N | 2% | 0% | -24% | u | -15 | 9% | 13%
O=C(N[C@@H]1C/C=C\C[C@@H](CC(=O)N(CCO)Cc2ccccc2)C(=O)NC[C@H](c2ccccc2)OC1=O)OCC1c2ccccc2-c2ccccc21 | x | x | 222%[activator] | u | -13 | -3% | 14%
O=C(Cc1ccccc1)NNC(=O)Nc1ccccc1 | -3% | 7% | -20% | 16% | 7 | -4% | 47%[activator]
Cc1ccc(S(=O)(=O)N2CCOCC2)cc1C(=O)Nc1ccccc1N1CCOCC1 | -2% | x | 169%[activator] | 15% | 6 | -8% | 3%
Cc1nn2cc(-c3ccc(Cl)cc3)nc2s1 | -14% | -19% | 2% | -7% | -29 | -8% | 0%
CCOc1ccccc1NC(=O)Cn1c(=O)n(Cc2ccccc2)c(=O)c2c(C)c(C)sc21 | 7% | x | x | x | -27 | -3% | x
COc1cccc(CNS(=O)(=O)c2ccc3c(c2)N(C(C)=O)CCS3)c1 | -3% | 0% | -5% | u | -73* | -10% | -8%
C=CCn1c(-c2cccs2)nc2nc3ccccc3nc21 | -9% | -9% | -23% | 17% | 57 | -6% | 10%
C[C@H]1CN=C2N(CCNC(=O)CCC3CCCCC3)[C@H](Cc3ccc(O)cc3)CN21 | 6% | 0% | -17% | 0% | 3 | -13% | -6%
CCC(Sc1nc(C)cc(=O)[nH]1)C(=O)Nc1nc(-c2ccccc2)cs1 (stereo not drawn) | -3% | 7% | -4% | u | 47 | -4% | -11%
CCOc1ccccc1N1CCN(c2ncnc3scc(-c4ccc(OC)cc4)c23)CC1 | 3% | 1% | -22% | u | -60* | 4% | -3%
C=CCC[C@H](Cc1ccc(F)cc1)C(=O)OC[C@@H](NC(=O)[C@H](CC=C)CC(=O)NCCO)c1ccccc1 | x | x | 193%[activator] | 12% | -23 | -1% | 4%
Cc1ccc2c(C)nc(N/C(N)=N/S(=O)(=O)c3ccc([N+](=O)[O-])cc3)nc2c1 | 1% | 3% | -11% | u | 12 | -1% | 0%
CN(Cc1ccc(OC(F)F)cc1)Cc1nc2c(Br)cc(Br)cc2c(=O)[nH]1 | 1% | -1% | -1% | -20% | -19 | 4% | 76%[activator]
O=C(Nc1cccc(S(=O)(=O)N2CCCCC2)c1)C1CC(=O)N(Cc2ccco2)C1 (stereo not drawn) | -1% | 3% | 16% | u | -5 | -11% | 4%
CCc1ccc(-c2nc(CN3CCC(C(=O)NCCc4ccc(Cl)cc4)CC3)c(C)o2)cc1 | 0% | x | x | x | 7 | -4% | x
COc1ccc(-c2nnc(OCc3ccccc3)c3ccccc23)cc1 | 7% | -1% | -24% | u | -36 | 4% | 3%
O=C(CCn1c(=O)c2cccn2c2ccc(F)cc21)NCCc1ccc(Cl)cc1 | 3% | x | x | x | 5 | 6% | x
Cc1cc(C)n2cc(CSc3ncccc3C(=O)O)nc2n1 | -8% | -5% | -8% | 14% | -5 | -23% | 8%
CC(=O)N1N=C(c2ccco2)CC1c1ccc(Br)cc1 (stereo not drawn) | u | -3% | -4% | -6% | -4 | -2% | 6%
O=C(O)/C=C/C(=O)N1CCN(C(=O)/C=C/C(=O)O)CC1 | u | -3% | -4% | 1% | 9 | 1% | -7%
COc1ccc(C(=O)NC2CC3CCCC(C2)N3CC(C)C)cc1 (stereo not drawn) | u | -2% | -10% | -3% | 41 | -14% | 7%
COc1ccc(OC)c(NC(=O)Cn2c(CCC(=O)O)ccc2-c2cccs2)c1 | -9% | 0% | x | 7% | 19 | -3% | -5%
Nc1ccccc1C(=O)N1O[C@@H]2C=C[C@H]1C2 | x | x | -28% | 0% | 72 | -3% | 23%
O=C(O)c1ccc(N/N=C/c2cn(-c3ccccc3)nc2-c2cccs2)cc1 | -8% | 1% | -25% | -29% | 111 | -5% | -25%
O=C(NCC1(c2ccccc2)CCCC1)c1ccccc1 | -18% | -8% | -20% | -2% | u | -6% | 24%
O=C1CN(C(=O)COc2ccc(Cl)cc2)C(c2ccc(F)cc2)c2cc(Cl)ccc2N1 (stereo not drawn) | 3% | x | x | x | 6 | -1% | x
COc1cc(CNn2cn[nH]c2=S)cc(Cl)c1OCc1ccc(F)cc1 | -3% | -3% | -15% | -7% | -22 | u | 22%
COc1ccccc1C(=O)NC(=S)Nc1cccc2cc(O)ccc12 | x | x | x | u | -1 | 2% | 7%
COc1ccc(OC)c(NC(=O)CC(=O)Nc2ccc3nc4n(c(=O)c3c2)CCCCC4)c1 | 15% | x | x | x | -18 | 4% | x
Cc1ccc(C2C(=O)NC(=O)NC2=O)cc1 | x | x | x | 1% | 19 | -5% | -4%
Cc1c2ccccc2cc[n+]1CCCS(=O)(=O)[O-] | u | 12% | -4% | -2% | -11 | -3% | u
O=c1onc(-c2ccc(Cl)cc2Cl)n1-c1cccnc1 | 6% | -2% | -8% | 11% | -23 | 5% | 13%
COCCn1c(SCC(=O)Nc2ccc(Br)cc2)nc2c([nH]c3ccccc32)c1=O | 5% | x | x | x | 23 | -2% | x
CCn1c(SCC(=O)NCCCN2CCCC2=O)nnc1-c1cccc(C)c1 | -2% | x | 10% | 10% | -14 | -4% | -7%
C[C@]12CCC3C(CC=C4C[C@@H](O)CC[C@@]43C)C1CCC2[C@]1(C)CCC(=O)O1 (stereo partly drawn) | -13% | 3% | -29% | 16% | 0 | 2% | -22%
COc1ccc(CNC(=O)CCCC(=O)Nc2cccc(Br)c2)cc1 | -5% | 0% | -3% | 7% | 14 | 4% | -12%
O=C(COc1ncnc2cc([N+](=O)[O-])ccc12)NC1CCCCC1 | -6% | 3% | -26% | 12% | u | 4% | 16%
CC(=O)Nc1nonc1-c1nc2ccccc2n1CC1CC1 | -6% | -9% | -22% | u | -67* | 3% | 18%
N#CCn1cnc2sc(-c3ccccc3)cc2c1=O | -2% | 1% | -8%[2.29 µM] | 10% | -20 | 1% | 15%
O=C(c1cccc(S(=O)(=O)N2CCOCC2)c1)N1CCN(Cc2ccc3c(c2)OCO3)CC1 | 1% | -2% | 103%[activator] | 10% | 27 | -2% | 0%
Nc1nc(SCC(=O)NCc2ccccc2Cl)[nH]c(=O)c1NC(=O)c1ccccc1F | -10% | 1% | -7% | 23% | u | -14% | 21%
Cc1oc2cc3oc(=O)c(CCC(=O)NCCN4CCOCC4)c(C)c3cc2c1C | -8% | 6% | 233%[activator] | 2% | 9 | 3% | -1%
CCc1nc(Nc2ccc3c(c2)OCO3)c2oc3ccccc3c2n1 | 1% | -2% | -4% | u | -23 | -8% | -2%
O=C(NCC1CC1)C1(C(F)(F)F)C/C(=C\Cc2ccccc2)CCCO1 (stereo not drawn) | x | x | x | -11% | -28 | 2% | 7%
CCS(=O)(=O)c1nc(S(=O)(=O)c2ccc(C)cc2)c(N2CCC3(CC2)OCCO3)s1 | 2% | 1% | 86%[activator] | 18% | -32 | 0% | 0%
CN(CC(=O)NCc1ccc2c(c1)OCO2)S(=O)(=O)c1ccc(F)cc1 | -12% | -3% | -23% | -11% | -6 | 3% | -1%
O=C(NC(=S)N1CCOCC1)c1cn(-c2ccccc2)nc1-c1ccccc1 | 3% | x | 42% | 0% | -26 | -17% | 83%[activator]
Cn1cnnc1Sc1cc(N2CCNCC2)ccc1[N+](=O)[O-] | -4% | 2% | -13% | 0% | -5 | -4% | 26%
OC[C@H]1O[C@@H](n2cnc3c(Nc4ccccc4)ncnc32)[C@H](O)[C@@H]1O | -7% | 0% | -21% | 2%[8.37 µM] | 72 | 2% | 0%
CC(OC(=O)c1cc2sccc2n1C)C(=O)NCc1ccco1 (stereo not drawn) | -11% | 1% | -7% | -21% | -10 | -15% | -2%
CNC(=O)c1ccc(-c2cc3onc(-c4ccccc4)c3c(=O)n2C)cc1 | x | x | 107%[activator] | u | -3 | 6% | -4%

Part of the list above, with values under each structure.
Values in the order: AmpC inh detg, LmPK inh, AmpC no deterg, HCV inh, HCMV antiviral, Tb PYK inh, AMA1-RON2 inh
- O=C(NC(=S)N1CCOCC1)c1cn(-c2ccccc2)nc1-c1ccccc1
 : 3%, x, 42%, 0%, -26, -17%, 83%[activator]
- CCOC(=O)c1sc(-c2ccccc2)cc1N
 : 2%, 0%, -24%, u, -15, 9%, 13%

A different layout for 7 compounds above.
Under each structure: AmpC inh detg	LmPK inh	AmpC no deterg	HCV inh	HCMV antiviral	Tb PYK inh	AMA1-RON2 inh
CC(=O)N(c1ccc(C(C)C)cc1)C1C=CS(=O)(=O)C1 (stereo not drawn)
 : -11%	-11%	0%	-2%	-4	-2%	0%
CCOC(=O)c1sc(-c2ccccc2)cc1N
 : 2%	0%	-24%	u	-15	9%	13%
O=C(N[C@@H]1C/C=C\C[C@@H](CC(=O)N(CCO)Cc2ccccc2)C(=O)NC[C@H](c2ccccc2)OC1=O)OCC1c2ccccc2-c2ccccc21
 : x	x	222%[activator]	u	-13	-3%	14%
O=C(Cc1ccccc1)NNC(=O)Nc1ccccc1
 : -3%	7%	-20%	16%	7	-4%	47%[activator]
Cc1ccc(S(=O)(=O)N2CCOCC2)cc1C(=O)Nc1ccccc1N1CCOCC1
 : -2%	x	169%[activator]	15%	6	-8%	3%
Cc1nn2cc(-c3ccc(Cl)cc3)nc2s1
 : -14%	-19%	2%	-7%	-29	-8%	0%
CCOc1ccccc1NC(=O)Cn1c(=O)n(Cc2ccccc2)c(=O)c2c(C)c(C)sc21
 : 7%	x	x	x	-27	-3%	x
